# FBW7 activator – human FBW7 E3 ligase activation, primary screen; Q969H0; AlphaScreen FBW7–phospho-cyclin E peptide binding, activator screen; normalized activity (activation), % at 26.1 µM; hit rate 0.13% among 650,000; AID 1259310; in the data active means normalized activity above about 1.9%;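 further: purified mutant Fbw7 with reduced substrate affinity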
# Target sequence (Q969H0 whole entry, looked up): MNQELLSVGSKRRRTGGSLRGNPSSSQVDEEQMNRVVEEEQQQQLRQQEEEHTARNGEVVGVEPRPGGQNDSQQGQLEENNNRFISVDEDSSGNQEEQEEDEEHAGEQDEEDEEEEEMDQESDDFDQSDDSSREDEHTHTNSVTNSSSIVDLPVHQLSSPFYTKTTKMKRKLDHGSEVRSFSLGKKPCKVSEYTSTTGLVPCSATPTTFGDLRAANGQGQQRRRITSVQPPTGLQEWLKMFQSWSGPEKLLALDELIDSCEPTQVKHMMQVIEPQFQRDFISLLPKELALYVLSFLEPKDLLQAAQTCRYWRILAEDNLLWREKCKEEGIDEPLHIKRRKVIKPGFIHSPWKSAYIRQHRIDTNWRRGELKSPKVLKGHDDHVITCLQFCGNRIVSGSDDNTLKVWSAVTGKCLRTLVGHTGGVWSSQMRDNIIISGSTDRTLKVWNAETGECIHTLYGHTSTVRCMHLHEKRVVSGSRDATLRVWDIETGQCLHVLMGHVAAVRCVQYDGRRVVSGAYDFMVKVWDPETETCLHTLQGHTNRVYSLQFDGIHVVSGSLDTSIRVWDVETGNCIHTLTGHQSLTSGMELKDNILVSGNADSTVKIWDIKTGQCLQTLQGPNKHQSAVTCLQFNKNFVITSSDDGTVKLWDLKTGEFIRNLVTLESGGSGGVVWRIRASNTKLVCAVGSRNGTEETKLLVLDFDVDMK
# GPR151 activ – activators of human GPR151; hit rate 1% among 650,000; PathHunter beta-arrestin GPR151 cells, luminescence; Q8TDV0; activation, % at 11.2 µM; in the data active means activation above about 4.9%;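 further: 0% = median of compound wells and 100% = cells with positive control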
# TEAD-YAP block – TEAD-YAP interaction inhibition. HEK-TIYL cells, TEAD-Gal4/YAP UAS-luciferase luminescence. inhibition, % at 9.12 µM. hit rate 1.4% among 640,000; in the data active means inhibition above about 32%;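 further: 0% = median of test compound wells and 100% = reference inhibitor wells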
# MITF primary – human MITF inhibition, primary screen | O75030 | inhibition, % at 2.6 µM | AID 1259374 | AlphaScreen MITF homodimerization, bead proximity signal | hit rate 0.91% among 650,000; in the data active means inhibition above about 50%;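 further: 0% = vehicle wells with protein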
# Active calls of the source: *; & = joins results of further samples. Hits appear at their usual frequency; overall some 3.5% were active at least once.
# Start of the data: the first six compounds, ahead of the listing:
# Under each structure: FBW7 activator | GPR151 activ | TEAD-YAP block | MITF primary
1	O=C(Nc1cccc(NC(=O)C2CC2)c1)C1CC1
    -0.1 | -0.7 | -3.2 | -6.9
2	O=C(CSCc1ccc([N+](=O)[O-])cc1)N/N=C/c1ccc(Br)cc1
    0.4 | 1.3 | 0.6 | 11.5
3	C/C(N)=C(/C#N)C(=O)COC(=O)c1cc(Cl)cc(Cl)c1N
    0.2 | 1.4 | 0.9 | -6.0
4	N#CC1=C(SCC(=O)Nc2cccc(Cl)c2)NC(=O)C(C#N)C12CCCCC2 (configuration not stated)
    0.1 | -0.1 | -0.3 | 10.2
5	CCCCCNC(=O)c1c(O)c2cccc3c2n(c1=O)CC3
    0.2 | -1.1 | 4.2 | 11.2
6	Cc1n[nH]c(C)c1CNC(=O)c1ccc(CN2CC3(C)CC2CC(C)(C)C3)[nH]c1=O (configuration not stated)
    0.2 | -0.1 | -6.7 | -4.0

# All compounds of this part, previewed entries included:
# Under each structure: FBW7 activator | GPR151 activ | TEAD-YAP block | MITF primary
1	O=C(Nc1cccc(NC(=O)C2CC2)c1)C1CC1
    -0.1 | -0.7 | -3.2 | -6.9
2	O=C(CSCc1ccc([N+](=O)[O-])cc1)N/N=C/c1ccc(Br)cc1
    0.4 | 1.3 | 0.6 | 11.5
3	C/C(N)=C(/C#N)C(=O)COC(=O)c1cc(Cl)cc(Cl)c1N
    0.2 | 1.4 | 0.9 | -6.0
4	N#CC1=C(SCC(=O)Nc2cccc(Cl)c2)NC(=O)C(C#N)C12CCCCC2 (configuration not stated)
    0.1 | -0.1 | -0.3 | 10.2
5	CCCCCNC(=O)c1c(O)c2cccc3c2n(c1=O)CC3
    0.2 | -1.1 | 4.2 | 11.2
6	Cc1n[nH]c(C)c1CNC(=O)c1ccc(CN2CC3(C)CC2CC(C)(C)C3)[nH]c1=O (configuration not stated)
    0.2 | -0.1 | -6.7 | -4.0
7	COc1ccccc1C(=O)N1CCN2C(=O)[C@@H]([C@H](C)O)NC(=O)[C@H]2C1
    0.0 | 1.0 | 0.4 | 6.9
8	Cc1[nH]c2ccc(Cl)cc2c(=O)c1CN(C)C
    0.0 | 2.3 | -7.6 | 2.8
9	O=C1CCCc2oc3c(Cl)cc(NS(=O)(=O)c4cc(Cl)ccc4Cl)cc3c21
    0.1 | 0.0 | -0.1 | 2.0
10	O=C1OC(c2ccccc2)=C/C1=C\c1c(Cl)cccc1Cl
    0.1 | 0.0 | 0.1 | -2.3

# Entries of single compounds from above.
# Listed for `Cc1n[nH]c(C)c1CNC(=O)c1ccc(CN2CC3(C)CC2CC(C)(C)C3)[nH]c1=O` (configuration not stated) = FBW7 activator: 0.2; GPR151 activ: -0.1; TEAD-YAP block: -6.7; MITF primary: -4.0
# Listed for `O=C1CCCc2oc3c(Cl)cc(NS(=O)(=O)c4cc(Cl)ccc4Cl)cc3c21` = FBW7 activator: 0.1; GPR151 activ: 0.0; TEAD-YAP block: -0.1; MITF primary: 2.0

# (next part)
# Under each structure: FBW7 activator | GPR151 activ | TEAD-YAP block | MITF primary
11	Cc1ccc(C(=O)Nc2cc([N+](=O)[O-])ccc2F)c(Cl)c1
    -0.1 | 1.3 | -26.9 | -17.2
12	COc1ccc(Cn2c(SCC(=O)Nc3ccc(C)cc3)nc3ccsc3c2=O)cc1
    0.1 | 0.8 | -3.4 | -7.5
13	CC(=O)c1ccc(N2CCN(S(=O)(=O)c3cccc4nsnc34)CC2)cc1
    -0.1&0.0 | 1.7&1.0 | 2.9&-0.6 | -12.4&7.3
14	O=C(CN1CCCC1)N1c2ccccc2Sc2ccc(Cl)cc21
    -0.3 | -0.3 | -20.0 | 6.2
15	Cc1cccc(NC(=O)CN(C)S(=O)(=O)c2ccc3nc(-c4ccccc4)[nH]c3c2)c1
    1.2 | -0.5 | 27.2 | 21.0
16	COc1ccc2ccccc2c1C=Nc1cccc(CO)c1
    0.5 | -1.3 | -9.6 | 19.5
17	Cn1nccc1NC(=O)CC1(CC(=O)O)CCCCC1
    1.2 | -0.3 | -3.3 | 8.4
18	O=C(NCc1cccs1)C1(S(=O)(=O)c2ccc(Cl)cc2)CC1
    0.2 | 4.9 | 0.9 | 15.8
19	Cc1cc(=O)nc2c3ccccc3n(CC(=O)NCCCc3ccccc3)n12
    1.1 | -1.1 | 0.4 | -2.7
20	O=C1CSC(c2ccc(OC(F)F)cc2)N1c1ccccc1 (configuration not stated)
    0.5 | -2.0 | -3.0 | -18.6
21	Cc1ccc(NC(=O)N/C=C/c2ccco2)c(C)c1
    0.1 | -1.7 | 8.8 | 23.5
22	O=[N+]([O-])c1ccc(Sc2nnc(-c3ccccc3)n2-c2ccccc2)c2cccnc12
    0.2 | 1.9 | 13.2 | 12.7
23	O=C(Cc1cn(-c2ccc(Nc3cnccn3)nn2)c2ccccc12)NCCCN1CCCC1=O
    -0.2 | 1.7 | 3.9 | 5.4
24	O=C(COc1ccc2ccc(=O)oc2c1)NC1CC1
    -0.1 | 1.0 | 4.4 | 0.7
25	COc1cccc(/C=N/NC(=O)c2cc(Br)cc(Br)c2O)c1
    0.3 | -0.6 | -5.3 | 11.5
26	COC(=O)CNC(c1ccccc1)c1cc(Br)ccc1NC(=O)CNC(=O)OCc1ccccc1 (configuration not stated)
    -0.1 | 0.9 | 5.9 | 2.7
27	N#Cc1c(N)nc(SCC(=O)c2ccc([N+](=O)[O-])cc2)c(C#N)c1Cc1ccccc1
    0.0 | -0.8 | 1.8 | -2.9
28	COc1cccc(C(C(=O)NC(C)(C)C)N(C(=O)c2csnn2)c2ccccc2)c1 (configuration not stated)
    0.5 | 2.0 | -9.3 | 5.1
29	O=C(Nc1ccc(Br)cc1)c1ccc(N2C(=O)C3CCCCC3C2=O)cc1 (configuration not stated)
    0.0 | 0.0 | -2.2 | -5.9
30	O=c1oc2ccc3ccccc3c2cc1-c1nnc(-c2ccccc2Br)o1
    -0.1 | 0.0 | -7.5 | -2.7
31	COc1ccc(CNC(=O)c2cc3nc(-c4ccc(OC)cc4)cc(C(F)(F)F)n3n2)cc1
    -0.2 | 1.4 | -0.6 | -9.9
32	COc1cccc(-n2c(COc3ccc(C)cc3)nnc2SCC(N)=O)c1
    0.0 | 0.0 | -2.7 | 10.1
33	CCN1CCN(S(=O)(=O)CCNC(=O)c2ccccc2F)CC1
    -0.1 | 1.6 | 3.4 | -1.7
34	CCc1nc(SCC(=O)Nc2nc(C)c(C)s2)c2c(C)c(C)sc2n1
    0.1 | -0.1 | -9.7 | 12.4
35	O=C(Cn1c2ccccc2c(=O)c2ccc(Cl)cc21)Nc1ccc(F)cc1Cl
    -0.1 | -1.2 | -10.3 | 0.2
36	O=C(CCl)NCCN1C(=O)CSC1=O
    -0.1 | -0.5 | 4.0 | 0.9
37	Cc1[nH]ncc1-c1ccc(NC(=O)C(O)c2ccc(Br)cc2)cc1 (configuration not stated)
    0.2 | 1.4 | -15.0 | 11.2
38	CC(=O)Nc1cccc(NC(=O)c2cccc(C)c2[N+](=O)[O-])c1
    0.4 | -0.9 | -4.6 | 8.3
39	COc1cccc(CC(=O)Nn2c(-c3cccc(Cl)c3)nc3ccccc3c2=O)c1
    0.1 | 0.7 | 2.6 | 10.4
40	CCOC(=O)CSc1nnc(-c2ccc(OC)cc2)n1CCOC
    -0.1 | -0.7 | -9.6 | -3.0
41	O=C(CSc1nc2cc(C(=O)NCc3ccccc3Cl)ccc2c(=O)n1Cc1ccccc1)c1ccccc1
    -0.1 | -1.1 | 6.3 | -8.8
42	FC(F)(F)c1ccc(Cn2cnc3c(NCc4cccnc4)nc(Nc4ccc(C(F)(F)F)cc4)nc32)cc1
    0.3 | 1.2 | -8.0 | 3.1
43	C=CCn1c(O)c(C2=c3cc(Cl)ccc3=NC2=O)sc1=S
    0.1 | -0.1 | 4.9 | -2.4
44	CCOC(=O)C1=C(C)N=c2s/c(=C\c3cn(Cc4ccccc4Cl)c4ccccc34)c(=O)n2C1c1ccc(OC)cc1 (configuration not stated)
    -0.1 | -0.2 | -9.4 | -5.7
45	COc1ccccc1-c1nnc(SCC(=O)Nc2ccc(S(N)(=O)=O)cc2)n1C
    0.0 | 1.9 | 10.7 | 6.3
46	c1ccc(-c2nnc(-c3ccccn3)n2-c2ccccn2)nc1
    -0.2 | 0.4 | -1.8 | 4.7
47	O=C(CCn1c(SCc2cccc([N+](=O)[O-])c2)nc2ccccc2c1=O)N1CCCCC1
    -0.1 | 0.9 | 0.0 | 8.9
48	COc1ccc(C2C3=C(CC(c4ccccc4)CC3=O)Nc3ccccc3N2C(=O)C(C)C)cc1OC (configuration not stated)
    0.0 | -0.5 | 3.3 | 9.1
49	Cc1ccc(S(=O)(=O)N(C)C2CCS(=O)(=O)C2)cc1 (configuration not stated)
    0.1 | 0.7 | -32.2 | -7.5
50	CCOc1cc(/C=C2/SC(=O)N(c3ccccc3)C2=O)ccc1O
    0.1 | -1.0 | -22.4 | 11.7
51	CCCCCCNC(=O)c1ccc2c(c1)nc(C)n2-c1ccc(OCC)cc1
    -0.1 | 0.9 | 1.6 | 3.5
52	O=S(=O)(NCCc1cn2ccsc2n1)c1cccs1
    0.1 | -1.3 | -1.4 | 8.4
53	CCn1cc(CN2CCN3C(=O)[C@H](CO)NC(=O)[C@H]3C2)c(C)n1
    -0.8 | -0.2 | 3.0 | 10.3
54	COc1ccc(-c2cc(C3CC3)[nH]c(=S)c2C#N)cc1
    0.2 | -2.0 | 4.8 | 8.0
55	N#Cc1ccccc1NC(=O)c1scc2c1CCCC2
    -0.1 | -0.2 | -28.1 | 4.8
56	CCNc1nc2c(c(=O)n(C)c(=O)n2C)n1CCc1ccccc1
    0.2 | 1.2 | 33.3* | 2.8
57	c1ccc(-c2ccccc2OCCN2CCNCC2)cc1
    -0.2 | -0.4 | -5.2 | 66.0*
58	CC(C)C(=O)Nc1cccc(NC(=O)c2ccc(Br)o2)c1
    -0.1 | 0.2 | -7.2 | 4.3
59	CC[C@H](C)[C@@H]1NC(=O)[C@@H]2C[C@H](NC(=O)Nc3cc(F)ccc3C)CN2C1=O
    0.6 | -0.2 | -1.1 | 19.8
60	CCOc1cc(CN2CCc3nnc(CCNC(=O)c4ccoc4)n3CC2)ccc1OC
    -0.2 | -0.6 | -1.6 | 11.3

# Next section:
# Under each structure: FBW7 activator | GPR151 activ | TEAD-YAP block | MITF primary
61	COc1cc2ccccc2cc1C(=O)Nc1ccc2oc(-c3ccccc3Cl)nc2c1
    -0.1 | 0.2 | -8.9 | 6.3
62	Cc1ccccc1N=Nc1c(N)n[nH]c1N
    -0.5 | 1.1 | -6.6 | 13.6
63	COc1ccc(OC)c(C(=S)N2CCOCC2)c1
    0.1 | -1.2 | 8.8 | 16.7
64	Cc1ccc(-n2ncc3c(=O)n(Cc4cccnc4)cnc32)cc1
    0.2 | 6.6* | -13.8 | 15.2
65	Cc1c(C(=O)Nc2cnc3ccccc3c2)sc2ncnc(N(C)c3ccccc3)c12
    -0.2 | 1.0 | -5.6 | -4.0
66	COc1ccc(CN2CCN(C(=O)c3ccc([N+](=O)[O-])cc3)CC2)c(OC)c1OC
    -0.2 | -1.2 | -1.4 | 45.4
67	Cc1cccc(S(=O)(=O)N2CCSC2c2ccc3c4c(cccc24)CC3)c1 (configuration not stated)
    0.0 | 0.4 | -2.7 | -5.0
68	CCOc1ccc(/C=C(\C#N)C(=O)Nc2cccc(C)n2)cc1
    0.0 | -0.2 | -2.4 | -2.3
69	O=S(=O)(NCCc1csc(-c2ccc(F)cc2)n1)c1cccc(F)c1
    0.0 | 0.6 | 5.1 | -4.5
70	CCOc1ccc(C(=O)N(Cc2nc(-c3ccccc3)no2)C(C)C)cc1
    0.1 | -0.2 | -1.6 | -1.9
71	COc1ccc(N2C(=O)C3CCCN3C2c2cccc(OC)c2OC)cc1 (configuration not stated)
    0.0 | -0.1 | -13.5 | -23.5
72	Cc1ccccc1Nc1nnc(-c2ccc(C)c(S(=O)(=O)NC(C)(C)C)c2)c2ccccc12
    0.2 | 0.4 | 1.2 | 5.5
73	CC(=O)Oc1cccc(C(=O)Nc2ccc(Br)cc2C)c1
    0.2 | -0.1 | -20.1 | -0.1
74	O=[N+]([O-])c1cccc(S(=O)(=O)Nc2ccccc2)c1
    0.0 | 0.6 | 5.8 | 0.1
75	CCCCCN(CC(=O)N1CCc2ccccc21)CC(=O)N1CCc2ccccc21
    0.2 | 0.4 | 9.3 | 4.9
76	O=C(Cc1c[nH]c2ccccc12)Nc1ccccc1NC(=O)c1ccccc1F
    -0.3 | -0.5 | -2.1 | 2.7
77	CC(C)N(C(=O)c1cccc(I)c1)C(C)C
    0.1 | -0.1 | -11.6 | 4.4
78	Cc1sc(NC(=O)c2cc3nc(-c4ccco4)cc(C(F)(F)F)n3n2)c(C(N)=O)c1C
    0.0 | 0.7 | 3.6 | 10.8
79	O=C(CSc1nnnn1-c1ccccc1)NCc1ccccc1
    0.0 | 0.6 | 6.0 | 4.9
80	O=C(c1ccccc1C(=O)N(c1ccccc1)c1ccccc1)N1CCCCC1
    -0.2 | 2.4 | 1.2 | 3.8
81	COc1ccc(Cc2nnc(C3CCN(C(=O)c4cccc(N(C)C)c4)CC3)s2)cc1
    -0.2 | -0.3 | 6.3 | -10.9
